# ABHD5 PLIN5 PPI: inhibitors of human ABHD5-perilipin-5 interaction. inhibition, % at 4 µM. Split G. princeps luciferase complementation, luminescence, 4 h. 360,000 compounds, 0.78% hits. Q00G26+Q8WTS1;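 active means inhibition above the mean inhibition across every tested compound plus 3 SD, cut at about 22% in these data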;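 further: 0% = DMSO only wells and the 100% control is not disclosed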
# SRC2 inh: human SRC2 (NCOA2) inhibition | Q15596 | HEK293 GAL4-SRC2 luciferase reporter, luminescence | inhibition, % at 9 µM | 370,000 compounds, 0.17% hits | AID 651957;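 active means inhibition above the mean inhibition of all tested compounds plus 3 SD, set per campaign, cut at about 52% in these data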;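 further: 0% = DMSO treated cells and 100% = cells given Gossypol at 36 µM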
# Target sequence (Q15596 whole entry, looked up, the tested form may be a part): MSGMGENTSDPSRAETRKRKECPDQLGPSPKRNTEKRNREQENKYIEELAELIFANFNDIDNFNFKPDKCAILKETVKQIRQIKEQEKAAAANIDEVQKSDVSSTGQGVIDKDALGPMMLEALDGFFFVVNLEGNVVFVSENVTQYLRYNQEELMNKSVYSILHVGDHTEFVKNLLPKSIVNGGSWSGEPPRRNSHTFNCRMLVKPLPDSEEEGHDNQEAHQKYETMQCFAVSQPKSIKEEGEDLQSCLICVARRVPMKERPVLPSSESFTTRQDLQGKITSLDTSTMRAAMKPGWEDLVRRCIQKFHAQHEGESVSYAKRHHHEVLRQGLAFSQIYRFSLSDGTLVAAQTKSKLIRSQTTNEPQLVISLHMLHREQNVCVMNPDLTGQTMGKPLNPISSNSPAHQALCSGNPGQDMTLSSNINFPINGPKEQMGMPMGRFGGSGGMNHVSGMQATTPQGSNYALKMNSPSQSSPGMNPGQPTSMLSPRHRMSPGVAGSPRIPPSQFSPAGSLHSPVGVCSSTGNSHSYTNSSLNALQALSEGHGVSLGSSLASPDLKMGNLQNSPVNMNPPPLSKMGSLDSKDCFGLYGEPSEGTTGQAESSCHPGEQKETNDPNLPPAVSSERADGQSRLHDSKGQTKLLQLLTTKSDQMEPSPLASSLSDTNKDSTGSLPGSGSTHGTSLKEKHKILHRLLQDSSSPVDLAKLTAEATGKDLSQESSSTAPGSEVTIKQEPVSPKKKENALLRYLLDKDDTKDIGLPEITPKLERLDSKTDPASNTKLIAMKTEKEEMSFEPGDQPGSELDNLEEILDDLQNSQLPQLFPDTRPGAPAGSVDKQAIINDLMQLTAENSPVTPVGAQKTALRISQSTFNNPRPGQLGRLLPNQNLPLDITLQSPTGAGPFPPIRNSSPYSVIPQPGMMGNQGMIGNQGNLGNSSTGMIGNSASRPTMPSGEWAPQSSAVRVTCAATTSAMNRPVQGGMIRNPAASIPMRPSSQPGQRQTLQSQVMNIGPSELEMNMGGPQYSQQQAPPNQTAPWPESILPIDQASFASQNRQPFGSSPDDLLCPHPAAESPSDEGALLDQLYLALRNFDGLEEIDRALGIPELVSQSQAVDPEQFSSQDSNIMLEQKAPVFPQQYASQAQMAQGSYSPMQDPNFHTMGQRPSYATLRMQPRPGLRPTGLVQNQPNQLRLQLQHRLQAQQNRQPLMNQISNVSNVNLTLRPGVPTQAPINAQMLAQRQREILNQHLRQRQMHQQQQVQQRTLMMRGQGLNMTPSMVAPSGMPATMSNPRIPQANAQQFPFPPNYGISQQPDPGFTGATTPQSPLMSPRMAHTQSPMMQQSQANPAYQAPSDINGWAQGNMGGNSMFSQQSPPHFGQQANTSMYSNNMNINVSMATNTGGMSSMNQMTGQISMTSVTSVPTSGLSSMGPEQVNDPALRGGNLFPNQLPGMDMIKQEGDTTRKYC
# LRH-1 inv ag: NR5A2 inverse agonism in reporter assay | 360,000 compounds, 0.13% hits | HEK293T StAR-luciferase reporter, LRH-1 transfected, 24 h | AID 602396 | inhibition, % at 3.6 µM | O00482;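 active means inhibition above the mean inhibition of all tested compounds plus 3 SD, cut at about 73% in these data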;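 further: 0% = DMSO wells and 100% = reporter-only cells lacking LRH-1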
# NR2F2 inh: blocks human COUP-TFII nuclear receptor; 370,000 compounds, 0.7% hits; inhibition, % at 8.6 µM; P24468; HEK293T NGFI-A luciferase reporter, luminescence; AID 686940;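 active means inhibition above a per-plate cutoff, mean inhibition of test wells between control levels plus 3 SD, cut at about 38% in these data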;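 further: cells cotransfected with COUP-TFII expression vector driving the NGFI-A reporter; 0% = median of COUP-TF2 test wells and 100% = reporter-only cells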
# MC4R antagonist: antagonists of human melanocortin 4 receptor (MC4R); P32245; MC4R-expressing cells, MTII-stimulated cAMP, LANCE TR-FRET; inhibition, % at 6.5 µM; 360,000 compounds, 0.48% hits;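 active means inhibition above its plate's cutoff, the mean of tested wells on that plate plus 3 SD, cut at about 29% in these data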;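 further: 0% = Melanotan II alone and 100% = Melanotan II plus saturating MCL0020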
#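 system = U2OS cells with stable human MC4R expression | also added = Melanotan II challenge after compound preincubation | dosing = one concentration, 6.5 µM nominal | incubation = compound 30 min, challenge 1 h, detection 1 h | measured by = TR-FRET with Eu-cAMP and labeled anti-cAMP, 671 nm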
# MC4R ag barr: human MC4R agonism via beta-arrestin. U2OS MC4R beta-arrestin complementation, luminescence; percent of melanotan II response, DMSO zero. activation, % at 8.9 µM. 360,000 compounds, 0.98% hits;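 active means activation above a per-plate cutoff, the mean activation of sample wells on that plate plus 3 SD, cut at about 8% in these data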
# NCOA3 inh: human NCOA3 inhibition | Q9Y6Q9 | HEK293 GAL4-SRC3 luciferase reporter, luminescence | inhibition, % at 3.6 µM | 360,000 compounds, 0.17% hits;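 active means inhibition above a per-campaign cutoff, the mean of all compounds plus 3 SD, cut at about 60% in these data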;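 further: 0% = DMSO-treated cells and 100% = gossypol-treated cells at 36 µM; higher means less SRC3-driven luciferase light from the GAL4 reporter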
# NOD2 RIPK2 PPI: inhibitors of human NOD2-RIPK2 interaction. O43353. 360,000 compounds, 0.38% hits. inhibition, % at 4.98 µM. CHO BLA complementation NOD2-RIPK2, CCF4 ratio; in the data active means inhibition above about 21%;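 further: 0% = vehicle only and 100% = reference blocker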
# SRC1 inh: human NCOA1 inhibition; 360,000 compounds, 0.12% hits; inhibition, % at 3.6 µM; HEK293 GAL4-SRC1 luciferase reporter, luminescence; AID 588354; Q15788;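 active means inhibition above the campaign mean plus 3 SD, with each screening campaign given its own cutoff, cut at about 60% in these data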;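 further: 0% = DMSO treated cells and 100% = gossypol at 36 µM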
# TLR9-MyD88 inh: inhibitors of human TLR9-MyD88 binding | inhibition, % at 4.98 µM | AID 504734 | 340,000 compounds, 0.21% hits | CHO BLA complementation TLR9-MyD88, CCF4 FRET ratio;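 active means inhibition above the mean over all tested compounds plus 3 SD, cut at about 21% in these data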;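 further: 0% = DMSO only wells and 100% = clavulanate BLA inhibitor control wells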
# LMP1 NFkB inh: Epstein-Barr LMP1 NF-kappaB reporter inhibition; LMP1-induced NF-kappaB luciferase reporter cells, luminescence; inhibition, % at 12.5 µM; 350,000 compounds, 0.69% hits; AID 504558; in the data active means inhibition above about 41%;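 further: 0% = neutral control wells and 100% = reference inhibitor control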
# * = called active by the depositor; nt = no result given; & = joins results of further samples. Some of the compounds tested, so the mix of outcomes need not match the whole.
ABHD5 PLIN5 PPI	SRC2 inh	LRH-1 inv ag	NR2F2 inh	MC4R antagonist	MC4R ag barr	NCOA3 inh	NOD2 RIPK2 PPI	SRC1 inh	TLR9-MyD88 inh	LMP1 NFkB inh	canonical_smiles
3	-25	-4	7	4	-0.1	-6	-5	8	2	-12	Cc1ccccc1NCN1C(=O)C2C3C=CC(C3)C2C1=O (stereo unspecified)
-2	-17	6	25	-6	-0.8	13	-2	-4	5	3	CC(C)c1ccc(NC2CCCN(C(=O)c3ccc4nccnc4c3)C2)cc1 (stereo unspecified)
3	-41	-1	3	-22	-1.2	-43	-3	-37	5	-17	COc1ccc2o/c(=N/NC(=O)c3cccs3)c(C(N)=O)cc2c1
2	-12	-2	-6	0	-0.5	9	2	-11	6	1	CS(=O)(=O)N1CCc2cc(C(=O)O)ccc21
3	2	15	4	7	-1.4	4	9	-9	0	-2	COc1ccc(NC(=O)N(C)C[C@H]2Oc3ccc(NS(=O)(=O)c4cccs4)cc3C(=O)N([C@H](C)CO)C[C@@H]2C)cc1
-1	-26	-26	-7	1	2.5	-44	10	-10	4	-2	Cc1ccc(OCc2nnc(N)s2)cc1
2	-24	3	-13	10	-1.5	-8	-2	-12	-3	-7	Cc1nc2ccccc2c(=O)n1-c1ccc(NS(=O)(=O)c2ccc(F)cc2)cc1
-4	-2	7	6	7	3.2	5	-3	-10	-5	2	CCCCC(O)(c1ccccc1)C(CN1CCOCC1)c1ccccc1 (stereo unspecified)
-1	-10	-20	-15	8	-0.4	22	-5	-6	-17	-5	CCCCN(C)CCCNC(=O)CS(=O)Cc1nc(-c2ccc(OC)c(OC)c2)oc1C (stereo unspecified)
-3	-15	6	2	-7	1.0	-2	0	-8	7	-2	CC(C)Cn1c(SCC(=O)c2ccc(Cl)s2)nnc1-c1ccco1
4	1	10	-4	7	3.3	8	-1	-26	0	25	CC(=O)c1c(C)[nH]c(C(=O)Nc2cccc(S(=O)(=O)N(C)c3ccccc3)c2)c1C
-30	4	-4	-5	0	-2.8	4	-6	-14	-1	-11	CN1c2ccsc2C(O)=C(C(=S)Nc2ccc(F)c(Cl)c2)S1(=O)=O
-5	2	2	-1	3	-2.0	-3	3	0	-6	-6	O=S(=O)(c1ccccc1)N1CCN=C1SCc1cccc(Cl)c1
2	-4	8	-6	16	-1.5	4	-4	-16	7	3	O=C(Cc1ccccc1)Nn1c(-c2ccccc2F)nc2ccccc2c1=O
-7	-53	1	-30	nt	nt	nt	2	nt	nt	nt	CSCCC(C(=O)NC(C)(C)C)n1c(-c2ccc3c(c2)OCO3)nc2ccccc21 (stereo unspecified)
0	-11	-36	-6	9	-1.5	9	5	-18	4	1	N#Cc1nc(-c2ccccc2)oc1NCC1CCCO1 (stereo unspecified)
1	3	13	9	8	0.2	-11	-1	-6	0	11	O=C(CSCc1ccc(Cl)cc1)Nc1ccc(O)cc1C(=O)O
2	-32	0	-2	-10	1.6	-19	-1	11	2	-5	Cc1ccc(OC(=O)c2ccccc2)cc1C
6	20	24	37	5	-2.2	-8	-16	-7	-3	4	CCN(CC(=O)Nc1cc(Cl)ccc1C)C(=O)C1CC1
-6	-45	2	3	0	-0.5	-11	-2	-7	2	-2	CC1=CCC[C@H]2[C@H](C1)C(=O)C[C@@H](C)[C@]2(C)CC/C(=C/CO)CO
-5	-38	-11	-12	8	-0.1	-30	-8	-13	9	1	COc1cccc2sc3ccc(NCc4ccc5c(c4)OCO5)cc3c(=O)c12
4	-12	12	2	-20	-2.6	16	-1	15	4	-6	COC(=O)/C(=C\Nc1ccc(Cl)cc1Cl)NC(=O)c1ccc(OC)cc1
1	-7	2	-5	0	5.3	9	-8	10	-6	-6	COc1ccccc1NC(=O)c1sc2ncn(Cc3ccc(C)cc3)c(=O)c2c1C
-6	9	16	-3	nt	nt	nt	1	nt	nt	nt	COC(=O)[C@]12CCCCC=C1N(Cc1ccc(Cl)cc1Cl)C(=O)[C@H](CC(=O)NCCc1ccccc1OC)C2
0	-14	-20	-3	7	-1.7	-6	-14	-8	-5	2	Cc1ccccc1-c1nnc(SCCC(=O)N2CCOCC2)o1

# Next part.
ABHD5 PLIN5 PPI	SRC2 inh	LRH-1 inv ag	NR2F2 inh	MC4R antagonist	MC4R ag barr	NCOA3 inh	NOD2 RIPK2 PPI	SRC1 inh	TLR9-MyD88 inh	LMP1 NFkB inh	canonical_smiles
4	-1	-9	4	-12	-0.5	13	-6	1	-10	-4	Cn1c(C(=O)NCC2CCCO2)cc2c(=O)[nH]c3ccccc3c21 (stereo unspecified)
-3	5	4	-13	11	-2.6	10	-5	1	-1	2	COc1ccc(S(=O)(=O)NC2(C(F)(F)F)NC(=O)N(CCc3ccc(OC)c(OC)c3)C2=O)cc1 (stereo unspecified)
-7	1	16	23	19	1.5	-12	5	4	0	-20	COc1ccc(Nc2nccc(-c3ccc(C#N)cc3)n2)cc1
5	nt	5	nt	0	-2.1	9	-6	-4	0	-29	COc1ccccc1Nc1nn2c(=O)c3ccc(C(=O)NCc4cccnc4)cc3nc2s1
-2	-14	-7	-5	-1	1.3	-2	-2	-3	0	4	O=C(Nc1cccc(Cl)c1)N(Cc1nc2ccccc2c(=O)[nH]1)Cc1cccs1
6	-10	0	-21	2	-3.3	-1	6	-5	2	0	CN(C)C(CNc1nnnn1-c1ccccc1)c1ccco1 (stereo unspecified)
2	-64	-47	-18	5	2.2	-53	-6	-75	-6	-32	CCN(c1ccccc1)c1ncnc2c1cnn2-c1ccccc1
4	21	-1	15	11	-1.2	-5	-4	-2	-4	12	O=C(c1cccs1)N1CCC(c2nc(-c3ccc(S(=O)(=O)N4CCOCC4)cc3)no2)CC1
-13	-27	-1	-12	-5	-1.4	-3	-8	11	3	3	COc1cc(-c2nc3n(c(=O)c2C#N)CCS3)cc(OC)c1OC
-2	0	-3	-2	-2	-1.1	-18	2	-22	-3	-7	Cc1cccc(-c2nc(CN3CCCC(C(=O)NC4CCC(C)CC4)C3)c(C)o2)c1 (stereo unspecified)
-6	11	-9	14	6	0.3	-5	10	-28	7	-7	O=C(c1cc(COc2ccc(F)c(F)c2)on1)N1CCN(C2CCCCC2)C(=O)C1
-3	-26	-16	3	11	-1.8	10	12	8	3	-3	CCOC(=O)/C=C1\SCC(=O)N1CC(=O)NC(C)c1ccc(F)cc1 (stereo unspecified)
-9	17	-8	0	4	-0.1	-19	4	0	-2	3	O=C(CSc1ncc(-c2ccccc2)n1C1CCCC1)N1CCc2ccccc21
11	4	7	-7	-25	-3.5	6	9	3	9	14	C(=C\c1ccccc1)/CSc1nnc(-c2ccccc2)n1Cc1ccco1
9	13	22	10	nt	nt	12	-13	-4	nt	nt	CCCCN1CC(N2CCN(CCO)CC2)CS1(=O)=O (stereo unspecified)
-4	-12	-1	-4	3	-2.3	-9	-11	-4	1	2	Cc1ccc(NC(=O)COC(=O)CCC(=O)c2ccc(Cl)cc2)cc1S(=O)(=O)N(C)C
10	1	12	3	1	-0.4	-6	-5	9	0	-3	COc1ccc(CCNS(=O)(=O)c2ccc3c(c2)oc(=O)n3C)cc1OC
-4	12	3	-17	0	-1.1	2	-8	-7	-1	0	CCOc1ccc(CNC(=O)CCC(=O)N2Cc3ccccc3Oc3ncccc32)cc1
1	0	4	-14	2	-1.9	7	8	-10	nt	nt	Cc1ccc2ccccc2c1C(O)c1ncc(-c2ccccc2)[nH]1 (stereo unspecified)
-4	-17	4	-1	22	0.8	-15	-8	-5	9	0	COc1ccccc1C1CC(c2ccco2)=NN1S(C)(=O)=O (stereo unspecified)
2	-16	-13	11	-1	2.2	6	-2	-3	-1	-2	COc1ccc(-c2noc(CSc3nc(N)c(-c4ccccc4)c(=O)[nH]3)n2)cc1OC
7	11	-5	-15	2	3.0	14	-20	4	3	-3	CCC(=O)Nc1ccc(/C(C)=N/NC(=O)c2c(Br)c(C)nn2C)cc1
-1	1	-3	-4	2	1.2	16	-12	4	-8	7	CC(NC(=O)OC(C)(C)C)C(=O)NC(CCC(=O)OCc1ccccc1)C(N)=O (stereo unspecified)
-3	-14	5	-1	1	-3.5	15	-5	-6	-5	2	COc1ccc(C(=O)Nc2ccccc2N2CCCC2)cc1S(=O)(=O)N1CCOCC1
5	-25	-27	-1	6	0.9	-3	4	-1	2	-3	O=C(COc1cc(Cl)c(Cl)cc1Cl)Nn1cnnc1

# (list continues)
ABHD5 PLIN5 PPI	SRC2 inh	LRH-1 inv ag	NR2F2 inh	MC4R antagonist	MC4R ag barr	NCOA3 inh	NOD2 RIPK2 PPI	SRC1 inh	TLR9-MyD88 inh	LMP1 NFkB inh	canonical_smiles
-4	8	-1	10	8	0.4	1	-9	-10	4	0	Cc1cc(C)cc(N(C(=O)CNC(=O)c2ccco2)C(C(=O)NC2CCCC2)c2ccncc2)c1 (stereo unspecified)
6	-12	-7	9	6	-1.6	-2	2	-27	1	-3	Cc1cccc(C(=O)NCC(=O)OCc2nc(N)nc(Nc3ccccc3C)n2)c1
13	-15	5	6	11	0.4	-9	6	-11	11	-21	O=C(Nc1ccc(Cl)cc1)[C@@H]1[C@@H]2C(=O)N(c3ccc4ccccc4c3)C(=O)[C@@H]2[C@H]2C=CC=NN21
1	-62	-1	-2	5	-2.4	4	-6	-20	5	10	CC(=O)N1CCc2cc(C(=O)CN3CCN(c4ccccn4)CC3)ccc21
-11	17	10	-8	6	0.0	-1	0	-5	6	11	COc1cccc(Cn2cccc(NC(=O)NC3CCCCC3)c2=O)c1
-2	19	20	9	-3	0.5	16	-10	-14	-2	1	Cc1ccc(CN2CCN(CCC(C)C)C(CCO)C2)s1 (stereo unspecified)
-3	7	-3	6	5	-1.2	5	-3	-12	6	-6	Cc1ccc(C(C(=O)NC2CCCC2)N(Cc2cccs2)C(=O)CNC(=O)c2cccs2)o1 (stereo unspecified)
4	-2	11	-3	1	-3.2	2	2	11	-15	6	C/C(=C\C(=O)c1ccc(Cl)s1)N(C)C
13	-3&15	-6	-8&7	8	3.3	-8	7	-7	-19	2	Cc1cccc2sc(N(CCCN(C)C)C(=O)c3ccc(C(=O)c4ccccc4)cc3)nc12
5	18	6	1	0	-1.5	17	-2	2	7	1	NS(=O)(=O)c1ccc(NC(=O)C2C3C=CC(C3)C2C(=O)O)cc1 (stereo unspecified)
3	-22	-4	15	11	-2.8	-3	5	12	nt	nt	CCCCN(C=O)c1c(CC)nc2ccc(C(=O)NCCCn3ccnc3)cn12
1	-10	-4	-15	-4	0.3	-23	-7	-7	12	-12	CCOc1ccc(NC(=O)CN2C(=O)C3CCCN3C2=O)cc1 (stereo unspecified)
1	-1	-8	1	-5	0.2	-6	-5	-7	5	2	Cc1nn(CCC#N)c(NC(=O)c2ccc(Cl)cc2)c1P(=O)(Nc1ccc([N+](=O)[O-])cc1)N1CCOCC1 (stereo unspecified)
